# PTHR1 ag: agonists of human PTHR1 parathyroid hormone receptor; Q03431; HEK293 GP2 PTHR1 cells, GloSensor cAMP luminescence, 1 h; Potency, µM (doses to about 115 µM), for inactives: at the highest dose activation, hits mostly activators; 410,000 tested, 0.075% active; further: nearly all actives have a fitted effect of over 55% in size; some results filed as inactive show a strong effect at the top dose; inactives centre near -15; many of its hits are not listed in these tables
# Target sequence (Q03431 whole entry, looked up): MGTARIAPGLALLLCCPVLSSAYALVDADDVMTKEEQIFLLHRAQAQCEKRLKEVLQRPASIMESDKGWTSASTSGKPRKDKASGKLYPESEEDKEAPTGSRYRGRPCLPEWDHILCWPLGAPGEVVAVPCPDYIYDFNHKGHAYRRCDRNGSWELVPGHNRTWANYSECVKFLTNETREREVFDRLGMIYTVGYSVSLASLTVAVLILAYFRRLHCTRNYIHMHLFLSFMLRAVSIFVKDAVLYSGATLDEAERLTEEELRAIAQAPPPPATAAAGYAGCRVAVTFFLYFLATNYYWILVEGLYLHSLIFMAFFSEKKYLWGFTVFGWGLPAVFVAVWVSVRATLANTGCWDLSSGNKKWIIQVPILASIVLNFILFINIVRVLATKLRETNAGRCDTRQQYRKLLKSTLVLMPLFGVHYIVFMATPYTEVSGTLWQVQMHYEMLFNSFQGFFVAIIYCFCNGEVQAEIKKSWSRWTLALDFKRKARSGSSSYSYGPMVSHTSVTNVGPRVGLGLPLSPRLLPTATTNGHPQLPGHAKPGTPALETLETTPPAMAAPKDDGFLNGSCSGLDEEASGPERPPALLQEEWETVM
#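 HEK-293-derived GP2 cells expressing PTHR1 and a GloSensor cAMP reporter, 3,000/well, plated overnight, given luciferin plus IBMX (each 0.5 mM as added) for 1 h at 37 °C, then compound for 1 h at 37 °C. Luminescence was read after 15 min at room temperature.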
# aSyn rescue: rescues yeast growth from alpha-synuclein toxicity | 370,000 tested, 0.14% active | AID 652106 | Potency, µM (highest dose often 46.1 µM), for inactives: at the highest dose growth rescue (activation), hits mostly activators | Yeast expressing alpha-synuclein, growth rescue, BacTiter-Glo, 24 h; further: % of control where 0% means no effect; nearly all actives have a fitted effect of over 65% in size
#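 Galactose-induced alpha-syn yeast (OD600=0.02, raffinose-pregrown) + pinned cpd, 24 hr, 30 deg C; growth by BacTiter-Glo luminescence. Growth restoration scores as activation.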
# FUS yeast rescue: FUS proteinopathy suppression in yeast. AID 1347120. Potency, µM (top dose mostly 76.6 µM), for inactives: at the top dose growth rescue (activation), most hits filed as activators. 390,000 tested, 0.24% active. S. cerevisiae FUS-expressing, growth rescue, OD600, 24 h;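 further: plate controls were DMSO vehicle for no effect and reference control for full effect; nearly all actives have a fitted effect of over 55% in size; some results filed as inactive show a strong effect at the top dose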
#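 Absorbance at 600 nm, taken 24hr after compound addition, measured rescue of FUS-yeast growth at 30C. Induction used 2% galactose with seeding at OD 0.005. Controls: CP55940 from 92uM final, DMSO only.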
# TDP43 rescue: rescues yeast growth from TDP-43 toxicity. TDP-43 expressing yeast growth rescue, BacTiter-Glo, 24 h. Potency, µM (highest dose often 46.1 µM), for inactives: top-dose growth rescue (activation), actives largely listed as activators. 410,000 tested, 1.8% active. AID 652104; further: % of control where 0% means no effect; nearly all actives have a fitted effect of over 50% in size
#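 Galactose-induced TDP-43 yeast, OD600=0.02, compound pinned; 24 hr, 30 deg C; BacTiter-Glo luminescence for growth. Inhibitors of TDP-43 toxicity read as activators.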
# EPAC1 antag: antagonists of human EPAC1 | O95398 | EPAC1 GEF assay, Rap1b-BODIPY-GDP exchange fluorescence | Potency, µM (series often up to 115 µM), without a hit: top-dose activity change, negative = inhibition, actives largely listed as inhibitors | 360,000 tested, 0.14% active | AID 720709;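 further: plate controls were vehicle for no effect and positive control for full effect; nearly all actives have a fitted effect of over 50% in size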
# EPAC1 ag: activates human EPAC1 exchange factor; 360,000 tested, 0.073% active; Potency, µM (highest dose often 154 µM), without a hit: top-dose activation, actives largely listed as activators; EPAC1 agonist qHTS, biochemical assay; response scale: 100% = response to 6.5 mM cAMP; O95398; further: nearly all actives have a fitted effect of over 60% in size
#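 Compounds were pinned as a concentration titration into mixtures of EPAC1 (100 nM), BODIPY-GDP-loaded Rap1B (250 nM) and GDP (50 uM). After 5 min at room temperature, fluorescence was followed for 30 min; activity was scaled to 6.5 mM cAMP.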
# EPAC2 ag: activates human EPAC2 exchange factor | Q8WZA2 | EPAC2 activation, biochemical qHTS; response scale: 100% = 6.5 mM cAMP response | Potency, µM (highest dose often 154 µM), without a hit: at the top dose activation, most hits filed as activators | 360,000 tested, 0.079% active; further: nearly all actives have a fitted effect of over 50% in size
#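 Compounds were added across a concentration range to EPAC2 (100 nM), RAP1B-BODIPY-GDP (250 nM) and GDP (50 uM). After 5 min at room temperature, fluorescence was recorded at 5-min intervals for 30 min.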
# EPAC2 antagonist: antagonists of human EPAC2; Q8WZA2; EPAC2 GEF exchange of Rap1B-BODIPY-GDP, fluorescence; Potency, µM (series often up to 114 µM), for inactives: at the top dose activity, negative = inhibition, hits mostly inhibitors; 360,000 tested, 0.18% active; further: on the % scale 0 is the no-effect control and ±100 the full control effect; nearly all actives have a fitted effect of over 45% in size; many of its hits are not listed in these tables
# An asterisk follows results filed as active; i = inactive; ? = inconclusive; . = not tested or not shown; [ ] = dose if it differs, or a comment. The call rests on the fitted dose curve; in most records, active means well fitted curve in the direction sought with a large enough effect; inconclusive means small, poorly fitted or top-dose-only effect, or another doubt; inactive means no such curve, though single readings can be large; an effect the other way counts as inactive or inconclusive. Potency means the concentration at half of the fitted maximal effect. An excerpt; rates above refer to the full screens.
SMILES,PTHR1 ag,aSyn rescue,FUS yeast rescue,TDP43 rescue,EPAC1 antag,EPAC1 ag,EPAC2 ag,EPAC2 antagonist
O=C(CN1C(=O)c2ccccc2S1(=O)=O)c1cccc(Br)c1,-92%,3%,.,18%,-13%,3%,9%,-3%
COc1cc2ccccc2cc1C(=O)Nc1ccccc1N1CCCC1,-84%[inhibitor],-4%,16%,?,-4%,5%,12%,-5%
Cc1cc(-c2nc(C)c(C(=O)NNS(=O)(=O)c3ccc(Cl)cc3Cl)s2)no1,-1%,4%,24%,5%,6%,8%,1%,-10%
CN1CCC(N(C)S(=O)(=O)c2ccc(NC(=O)COc3cccc(Cl)c3)cc2)CC1,-3%,-4%,29%,-5%,2%,-2%,11%,-5%
O=C(O)/C=C/C(=O)Nc1ccc(SC(F)(F)F)cc1,i,-7%,-23%,11%,-1%,-1%,-22%,-1%
COc1cccc(/C=C2\SC(=S)N(CC(=O)N(C)C3CCS(=O)(=O)C3)C2=O)c1 (configuration not stated),-12%,8%,-11%,16%,-18%,9%,7%,0%
CCOc1ccc(CC(=O)N/N=C/c2sccc2C)cc1,i,6%,22%,26%,5%,-1%,4%,-17%
Cc1noc(NS(=O)(=O)c2ccc(NC(=O)C(C)(C)C)cc2)c1C,-11%,8%,-20%,-4%,-6%,13%,4%,-3%
Cc1ccc(S(=O)(=O)NCC(=O)NCC(=O)OCc2c(F)cccc2Cl)cc1,-52%[inhibitor],12%,4%,-28%,-21%,6%,5%,4%
C=CCN1C(=O)C2C(C(=O)NCc3ccccc3)C3C=CC2(O3)C1C(=O)NC(C)(C)C (configuration not stated),-23%,-11%,5%,-6%,-4%,-1%,7%,-8%

# Random excerpt: 3 compounds from above.
SMILES,PTHR1 ag,aSyn rescue,FUS yeast rescue,TDP43 rescue,EPAC1 antag,EPAC1 ag,EPAC2 ag,EPAC2 antagonist
CCOc1ccc(CC(=O)N/N=C/c2sccc2C)cc1,i,6%,22%,26%,5%,-1%,4%,-17%
Cc1noc(NS(=O)(=O)c2ccc(NC(=O)C(C)(C)C)cc2)c1C,-11%,8%,-20%,-4%,-6%,13%,4%,-3%
CN1CCC(N(C)S(=O)(=O)c2ccc(NC(=O)COc3cccc(Cl)c3)cc2)CC1,-3%,-4%,29%,-5%,2%,-2%,11%,-5%

# Carrying on.
SMILES,PTHR1 ag,aSyn rescue,FUS yeast rescue,TDP43 rescue,EPAC1 antag,EPAC1 ag,EPAC2 ag,EPAC2 antagonist
CC1(C)Cc2c(sc(NC(=O)c3ccco3)c2C(=O)O)CO1,-15%[57.5 µM],-6%,26%,-24%,-3%,10%,13%,-5%
O=C(O)[C@H](O)[C@@H](O)C(=O)O,-11%,5%,-15%,25%,-2%,-13%,11%,18%
CCN(CC)S(=O)(=O)c1csc(C(=O)Nc2ccccn2)c1,-17%[57.5 µM],-1%,26%,-3%,-11%,8%,3%,-3%
CCOC(=O)N1CCN(CC(=O)Nc2nc3ccccc3s2)CC1,-72%[inhibitor],-2%,12%,-22%,4%,4%,4%,7%
O=C(/C=C/c1cccc(Cl)c1)NCCN1CCOCC1,i,2%,.,10%,-15%,4%,-5%,8%
O=C(NC1CC1)C1=C[C@@H](c2ccc(Br)cc2)C[C@@H](OCCCCO)O1,-4%,1%,14%,9%,7%,-2%,8%,5%
Cc1ccc(-c2cc(C(=O)OCn3nnc4ccccc4c3=O)c3ccccc3n2)cc1,i,0%,-9%,20%,9%,-6%,-5%,9%
CSCC[C@H](NC(=O)OC(C)(C)C)C(=O)N/N=C/c1ccc2nccnc2c1,i,1%,10%,-4%,2%,-6%,2%,-2%
COc1ccc(S(=O)(=O)N2CCC(C(=O)NCCN3CCOCC3)CC2)cc1C,-38%[inhibitor],2%,11%,4%,-4%,-7%,3%,-4%
C/C(=N\NC(=S)NCc1ccccc1)c1ccc2c(c1)OCCO2,-28%,-2%,7%,13µM*,-20%,4%,16%,4%

# Of the compounds above, these have an aryl methoxy group.
SMILES,PTHR1 ag,aSyn rescue,FUS yeast rescue,TDP43 rescue,EPAC1 antag,EPAC1 ag,EPAC2 ag,EPAC2 antagonist
COc1cc2ccccc2cc1C(=O)Nc1ccccc1N1CCCC1,-84%[inhibitor],-4%,16%,?,-4%,5%,12%,-5%
COc1cccc(/C=C2\SC(=S)N(CC(=O)N(C)C3CCS(=O)(=O)C3)C2=O)c1 (configuration not stated),-12%,8%,-11%,16%,-18%,9%,7%,0%
COc1ccc(S(=O)(=O)N2CCC(C(=O)NCCN3CCOCC3)CC2)cc1C,-38%[inhibitor],2%,11%,4%,-4%,-7%,3%,-4%

# Further entries follow.
SMILES,PTHR1 ag,aSyn rescue,FUS yeast rescue,TDP43 rescue,EPAC1 antag,EPAC1 ag,EPAC2 ag,EPAC2 antagonist
CCC(C)NC(=O)c1ccc(NC(=O)C2CCCO2)cc1 (configuration not stated),-44%,-1%,?,-35%[inhibitor],-12%,-4%,5%,-7%
Cc1ccc(OCCC(=O)Nc2ccccc2C(=O)NC2CC2)cc1,-25%,8%,6%,?,7%,-7%,4%,6%
CC1(NCc2ccc(Cl)cc2)COP(=O)(NCc2ccccc2)OC1 (configuration not stated),i,1%,.,-14%,10%,-7%,3%,1%
O=C(CCNC(=O)c1ccc([N+](=O)[O-])cc1)Nc1ccc(S(=O)(=O)N2CCOCC2)cc1,-1%,0%,-3%,-7%,6%,2%,-3%,13%
Cc1noc(C)c1C(=O)N1CCC1(C)C(=O)NS(=O)(=O)c1cccc(Cl)c1 (configuration not stated),-17%,-5%,-8%,1%,39%[activator],-14%,0%,4%
CCO[C@@H]1OC(C(=O)N2CCCCCCC2)=C[C@H](c2csc3ccccc23)[C@H]1CCCO,-36%,5%,29%,11%,-1%,-9%,0%,-1%
COc1cc(C#Cc2c(-c3cncn3C)n(C)c3ccc(-c4ccc(CN5CCOCC5)cc4)cc23)cc(OC)c1,4%,-5%,25%,?,14%,4%,9%,5%
CCOC(=O)NC(=O)CSc1nnc(C)s1,-15%[57.5 µM],-3%,-10%,0%,-2%,8%,10%,-3%
CCOC(=O)N1CCN(Cc2c(F)cccc2Cl)CC1,i,13%,14%,-14%,-7%,0%,-5%,1%
CCn1cc(CN2CCC(n3nccc3NC(=O)CCCc3ccccc3)CC2)c(C)n1,-24%,2%,10%,-7%,-12%,3%,-5%,-11%

# Complete entries from above:
# Shown for Cc1noc(C)c1C(=O)N1CCC1(C)C(=O)NS(=O)(=O)c1cccc(Cl)c1 (configuration not stated) : PTHR1 ag = -17%; aSyn rescue = -5%; FUS yeast rescue = -8%; TDP43 rescue = 1%; EPAC1 antag = 39%[activator]; EPAC1 ag = -14%; EPAC2 ag = 0%; EPAC2 antagonist = 4%
# Shown for CCC(C)NC(=O)c1ccc(NC(=O)C2CCCO2)cc1 (configuration not stated) : PTHR1 ag = -44%; aSyn rescue = -1%; FUS yeast rescue = ?; TDP43 rescue = -35%[inhibitor]; EPAC1 antag = -12%; EPAC1 ag = -4%; EPAC2 ag = 5%; EPAC2 antagonist = -7%
# Shown for O=C(CCNC(=O)c1ccc([N+](=O)[O-])cc1)Nc1ccc(S(=O)(=O)N2CCOCC2)cc1 : PTHR1 ag = -1%; aSyn rescue = 0%; FUS yeast rescue = -3%; TDP43 rescue = -7%; EPAC1 antag = 6%; EPAC1 ag = 2%; EPAC2 ag = -3%; EPAC2 antagonist = 13%

# Next part
SMILES,PTHR1 ag,aSyn rescue,FUS yeast rescue,TDP43 rescue,EPAC1 antag,EPAC1 ag,EPAC2 ag,EPAC2 antagonist
CC(=O)Oc1ccc2ccccc2c1C(NC(=O)Cc1ccccc1)c1ccccc1Cl (configuration not stated),i,-3%,31%,0%,-2%,10%,11%,-25%
COc1cccc(C(C(=O)NC2CCCCC2)N(CCN2CCOCC2)C(=O)C2COc3ccccc3O2)c1 (configuration not stated),i,.,6%,.,11%,5%,4%,10%
Cc1ccc(-c2nc(CSc3nc4ccccc4c(=O)n3CCO)cs2)cc1,-14%,7%,35%,15%,-19%,20%,5%,-8%
O=C(NCc1cccs1)C1CCCN(S(=O)(=O)c2ccc3c(c2)OCO3)C1 (configuration not stated),i,3%,12%,-1%,10%,-4%,-5%,7%
COc1ccc([C@H]2CN(CCc3ccccc3)C(=O)[C@@H]2CC(=O)Nc2ccccc2)cc1,-7%,-5%,?,21%,-21%,-5%,3%,-8%
COc1ccccc1N1CCN(S(=O)(=O)CCNC(=O)C2CCCCC2)CC1,-17%,-6%,17%,-24%,4%,1%,7%,-10%
O=[N+]([O-])c1ccccc1-c1ccc(CN2CCN(c3ccccc3)CC2)o1,-16%,2%,23%,3%,-21%,7%,9%,-4%
Cc1ccc(NC2=CC(=O)CC(c3ccc(Cl)cc3)C2)cc1 (configuration not stated),-16%,-6%,4%,22%,-8%,-4%,3%,3%
Cc1cccc(OCCCC(=O)NNC(=O)c2ccncc2)c1,i,0%,-3%,-6%,10%,7%,2%,-1%
O=C(Nc1ccc(Cl)c(Cl)c1)N1CCCCCC1,-17%,0%,6%,8%,-13%,-5%,8%,18%
Cc1ccc(C(=O)Nc2ccc(C(=O)N/N=C/c3ccc(C)o3)cc2)cc1,-6%,0%,?,3%,-11%,-4%,5%,-2%
Cc1nnc(SCCOc2ccccc2)s1,i,1%,19%,-21%,1%,-3%,-8%,18%
NC(Cc1ccc(F)cc1)c1csc(Nc2nccc(C(F)(F)F)n2)n1 (configuration not stated),i,-1%,3%,20%,2%,-4%,9%,11%
CC(=O)N[C@@H](Cc1c[nH]c2ccccc12)C(=O)OCC(=O)Nc1ccc(Cl)c(S(=O)(=O)N(C)C)c1,-30%,0%,17%,18%,?,1%,19%,-13%
O=C(C1CCCO1)N1CCN(S(=O)(=O)c2ccc(Br)cc2)CC1 (configuration not stated),-13%,0%,4%,14%,10%,10%,9%,-2%
O=C(COC(=O)c1n[nH]c(=O)c2ccccc12)c1ccccc1,i,-1%,16%,-6%,0%,4%,-3%,-2%
CCN(CC)S(=O)(=O)c1ccc(NC(=O)CCC2CCCCC2)cc1,-93%[inhibitor],2%,22%,15%,-4%,7%,8%,0%
COc1ccc(Cn2cc(CN3CC(N4CCSCC4)CS3(=O)=O)nn2)cc1 (configuration not stated),-10%,-5%,-7%,18%,5%,10%,12%,5%
C/C(Cc1ccccc1)=N\NC(=O)CNC(=O)c1ccc(C(C)(C)C)cc1,-4%,-1%,11%,0%,3%,10%,-14%,-15%
COc1ccc(CN(C)S(=O)(=O)c2nnc(NC(=O)c3ccccc3Br)s2)cc1,-1%,-5%,-19%,5%,-15%,5%,-5%,-14%
CN(C)S(=O)(=O)c1ccc(NC(=O)N2CCOCC2)cc1,i,2%,-2%,6%,11%,0%,-2%,-4%

# Compound activity as filed in PubChem.
